Bioassay records (PubChem BioAssay)
S-ASM inh = blocks human secretory acid sphingomyelinase; placental ASM, HMU-PC fluorogenic substrate, 60 min; Potency, µM (series often up to 57.5 µM), without a hit: at the top dose activity change, negative = inhibition, actives largely listed as inhibitors; P17405; hit rate 0.006% among 340,000; AID 504937; also: potency is read from the fitted curve at half-maximal effect
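Human placenta-derived ASM preincubated with compound 10 min at room temperature, then reacted with 9 uM (final) fluorogenic HMU-PC substrate for 60 min at 37 C. Stop solution raises pH to 10; fluorescence read at Ex 386/Em 447 nm.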
MBNL1 CUG block = inhibitors of human MBNL1 binding to CUG repeat RNA | AID 2675 | Q9NR56 | Potency, µM (doses to about 57.5 µM), for inactives: at the top dose activity change, negative = inhibition, usual class: inhibitors | TR-FRET MBNL1-His/biotin-(CUG)12 binding, 665/545 ratio | hit rate 0.036% among 280,000; active = well fitted inhibition curve with a large enough effect in the signal ratio, with a control signal flat, not every such curve was filed as active; inconclusive = small, poorly fitted or top-dose-only effect, or effect the other way, or a change in a side signal; inactive = no such curve, though single readings can be large or run the other way; the % refers to the signal ratio; also: potency is read from the fitted curve at half-maximal effect; % is scaled to controls: 0 for no effect and ±100 for the full control effect
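Ratiometric TR-FRET (665 over 545 nm, excitation 340 nm) tracks disruption of MBNL1-His/biotin-(CUG)12 complex after 60 min at room temperature, with compounds at 92 nM to 58 uM final.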
AT treatment = potential ataxia-telangiectasia treatments restoring KAP-1 phosphorylation; […] A-T fibroblasts, KAP-1 phosphorylation AlphaLISA; neocarzinostatin DNA damage 30 min before lysis; Potency, µM (highest dose often 57.5 µM), for the others: at the highest dose activation, usual class: activators; hit rate 0.19% among 320,000; AID 485349; also: potency is read from the fitted curve at half-maximal effect; % of control where 0% means no effect; nearly all actives have a fitted effect of over 45% in size
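hTERT-immortalized A-T patient fibroblasts ([…]), 500 cells/well in OPTI-MEM, 1% FBS, got compounds for 60 min, then NCS for 30 min at 37C. Lysates were then assayed for phospho-KAP-1 by AlphaLISA (anti-pKAP1 donor, anti-KAP1 acceptor beads), 6 hr at 25C.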
KCNH2 WT inh = KCNH2 (human, wildtype) channel inhibition; activity change, % at 1.84 µM; U2OS, BacMam KCNH2, thallium flux FluxOr; hits give low values; hit rate 0.37% among 340,000; Q12809;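 active = maximum activity change below -70%; inconclusive = maximum activity change between -70% and -50%; inactive = maximum activity change above -50%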; also: % is scaled to controls: 0 for no effect and ±100 for the full control effect
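U2OS cells were transduced with wild-type KCNH2 virus (2.03 x 10^8 / mL) for 4 h at room temperature, then cultured overnight at 37 C. Thallium flux was read with FluxOr dye. Rate constants were normalized to DMSO controls.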
FBPA coupling cs = inhibits coupling enzyme system, counter-screen for aldolase hits; coupling enzyme system counterscreen, AmpLite Red fluorescence; activity change, negative = inhibition, % at 58.2 µM, hits read low; hit rate 0.67% among 290,000; in the data active = activity change below about -30%; also: % is scaled to controls: 0 for no effect and ±100 for the full control effect
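First, compound is pin-transferred into glyceraldehyde-3-phosphate coupling-enzyme reagent at 57.5 uM final and held 10 min at RT. Next, substrate, coupling system and AmpLite Red are added. After 20 min RT, fluorescence (525/598 nm) is read.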
TRPV1 ag = agonists of human vanilloid receptor 1 (TRPV1) | Q8NER1 | TRPV1-expressing cells, Fluo-8 calcium influx, agonist mode | activation, % at 8.33 µM | hit rate 0.19% among 320,000 | AID 540275; in the data active = activation above about 80%; inconclusive = between about 30% and that limit; also: 0% is about no effect
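Fluo-8 calcium influx in TRPV1-expressing cells, kinetic read (ex 480/em 520 nm). Compound added and read 3 min for agonist activity, followed by capsaicin at EC20 final and 2 min further read for enhancement.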
KCNH2 3.1 inh = KCNH2 3.1 (human) potassium channel inhibition; U2OS KCNH2 3.1, thallium flux FluxOr; hits give low values; activity change, % (tested at about 1.8 µM); hit rate 0.95% among 340,000;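 active = maximum activity change below -70%; inconclusive = maximum activity change from -70% to -50%; inactive = maximum activity change above -50%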;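 also: thallium influx rate constant from kinetic fluorescence after stimulation buffer; % is scaled to controls: 0 for no effect and ±100 for the full control effect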
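Steps: virus added to U2OS suspension (4 h, RT, dark); medium with 10% FBS added, cells plated, 37 C overnight; FluxOr/Red40 loading buffer 45 min RT; stimulation buffer, 2 min kinetic read; rate constant normalized.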
GALK inhibitor = galactokinase (human) inhibition; Purified GALK, Kinase-Glo residual ATP luminescence; Potency, µM (doses to about 57.5 µM), for the others: at the highest dose activity change, negative = inhibition, actives largely listed as inhibitors; hit rate 0.007% among 270,000; also: potency is read from the fitted curve at half-maximal effect; % is scaled to controls: 0 for no effect and ±100 for the full control effect
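Human GALK (5 nM) with 35 uM ATP and 100 uM galactose in 20 mM HEPES pH 8.0, 5 mM MgCl2, 60 mM NaCl, 1 mM DTT, 0.01% BSA. After 1 h at room temperature, leftover ATP was read by Kinase-Glo Plus luminescence.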
MLL CXXC-DNA inh = blocks binding of human MLL CXXC domain to DNA | Q03164 | MLL-CXXC / FITC-HOXA9 DNA fluorescence polarization | Potency, µM (top dose mostly 115 µM), inactives show at the highest dose activity change, negative = inhibition, hits mostly inhibitors | hit rate 0.037% among 290,000 | AID 2662; active = well fitted inhibition curve with a large enough effect in the polarisation, with a control signal flat, not every such curve was filed as active; inconclusive = small, poorly fitted or top-dose-only effect, or effect the other way, or a change in a side signal; inactive = no such curve, though single readings can be large or run the other way; the % refers to the polarisation; also: potency is read from the fitted curve at half-maximal effect
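Purified MLL-CXXC (added from a 7 uM solution) was preincubated 5 min at ambient with pinned compounds in 50 mM Tris-HCl pH 7.5, 50 mM NaCl, 1 mM DTT, 0.05% BSA. Fluorescein-labeled HOX-A9 DNA (50 nM solution) followed, 30 min, then polarization read.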
Integrin act MD = activates integrin-mediated alleviation for muscular dystrophy. Potency, µM (doses to about 38.3 µM), without a hit: top-dose activation, hits mostly activators. hit rate 0.064% among 350,000. alpha7betagal myoblasts, beta-gal FDG fluorescence, 48 h;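 also: potency is read from the fitted curve at half-maximal effect; 100% = response of the positive control SU9516; nearly all actives have a fitted effect of over 60% in size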
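Alpha7betagal+/- myoblasts (passage 13) were plated 16-24 hr, then exposed to compounds (1:260 dilution of DMSO stock) for 48 hours at 37C. After MPER lysis, β-galactosidase reporter activity was read as FDG fluorescence (ex 480/em 540) after 30 minutes.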
* hit, by the source's call; i = inactive; ? = inconclusive; / = not tested or not shown; [ ] = dose if it differs, or a comment. Unless noted, calls follow the shape of the dose curve; as a rule, active = well fitted curve in the direction sought with a large enough effect; inconclusive = small, poorly fitted or top-dose-only effect, or another doubt; inactive = no such curve, though single readings can be large; an effect the other way counts as inactive or inconclusive.

Value order – KCNH2 WT inh	FBPA coupling cs	Integrin act MD	S-ASM inh	KCNH2 3.1 inh	GALK inhibitor	MLL CXXC-DNA inh	AT treatment	MBNL1 CUG block	TRPV1 ag
CSc1nc(N2CCOCC2)c2sccc2n1
    -7	-1	-1%	22%	7	2%	-2%	-4%	-13%	-3
COc1ccccc1C(=O)Nc1c(-c2ccccc2)nc2ccccn12
    1	1	0%	0%	-2	6%	-4%	-50%	0%	2
CCOC(=O)C(NC(=O)CC)(Nc1ccc(S(=O)(=O)Nc2cc(C)on2)cc1)C(F)(F)F (configuration not stated)
    2	9	7%	3%	1	-1%	1%	0%	-2%	2
CN(C)CC(C)(C)CNC(=O)C1CCN(CCCc2ccccc2)CC1
    9	1	-58%[inhibitor]	2%	6	6%	12%	4%	-5%	2
Cc1nc2ccc(C(=O)Nc3ccccc3Cl)cc2s1
    -10	0	5%	2%	-11	-2%	4%	-4%	-4%	?
O=C(CN1CCN(S(=O)(=O)N2CCCCCC2)CC1)Nc1ccc(Br)cc1
    -101*	/	1%	-4%	?	-7%	8%	5%	2%	12
CSC1(SC2=NCCN2)SC2(NCCN2)S1
    10	/	0%	-1%	-11	/	/	/	/	/
O=C(Cn1c(=O)ccn(Cc2ccccc2)c1=O)Nc1cccc(S(=O)(=O)N2CCOCC2)c1
    1	/	4%	0%	4	/	/	-3%	/	-3
CCn1c(=O)cc(N2CCC3(CC2)OCCO3)[nH]c1=O
    -2	-10	14%	4%	3	-4%	5%	0%	-3%	-3
CCCCc1cc(=O)oc2cc(O)ccc12
    -6	7	-1%	i	-15	1%	-7%	-5%	18%	3

The results go on:
Value order – KCNH2 WT inh	FBPA coupling cs	Integrin act MD	S-ASM inh	KCNH2 3.1 inh	GALK inhibitor	MLL CXXC-DNA inh	AT treatment	MBNL1 CUG block	TRPV1 ag
CCOc1ccc(-c2c(C(=O)N/N=C/c3ccc(O)cc3)nnn2-c2nonc2N)cc1
    -2	-1	0%	-3%	2	1%	0%	-4%	-2%	?
CCCCn1nnc(NC(=O)CC23CC4CC(CC(C4)C2)C3)n1
    3	1	-7%	-2%	3	-2%	2%	9%	4%	?
CC1CN(S(=O)(=O)c2cccc(C(=O)N(CCc3ccccc3)Cc3ccccc3)c2)CC(C)O1 (configuration not stated)
    3	/	3%	-6%	-3	/	/	3%	/	-2
COc1ccc(CCNC(=O)COC(=O)c2cc(=O)[nH]c3ccccc23)cc1
    5	/	21%	9%	-2	/	/	12%	/	/
O=C(O)c1ccc2c(c1)S(=O)(=O)N=C1CCCCCN12
    -13	1	23%	1%	7	3%	3%	0%	-9%	3
CCOC(=O)CSc1nnc(-c2ccc(S(=O)(=O)NCc3cccs3)cc2)o1
    0	/	-2%	-1%	8	/	/	/	/	/
COc1ccc(OC)c(C(=O)NC(CC(N)=O)c2ccc(N3CCN(c4ccc(F)cc4)CC3)c([N+](=O)[O-])c2)c1 (configuration not stated)
    9	1	0%	-2%	-9	/	-1%	6%	7%	0
COc1ccc(C(=O)c2ccccc2C(=O)c2ccccc2)cc1
    17	/	9%	-2%	7	/	/	/	/	/
NNC(=S)Nc1c(Br)cc(F)cc1Br
    -2	2	5%	-12%	-18	-1%	8%	-4%	-1%	0
CCOc1ccc(N(CC)S(=O)(=O)c2c(C)[nH]c(=O)[nH]c2=O)cc1
    1	-1	1%	31%	21	-1%	-5%	6%	-1%	1

Continued.
Value order – KCNH2 WT inh	FBPA coupling cs	Integrin act MD	S-ASM inh	KCNH2 3.1 inh	GALK inhibitor	MLL CXXC-DNA inh	AT treatment	MBNL1 CUG block	TRPV1 ag
CC(C)(C)c1ccc(-c2n[nH]c(=S)n2CCCN2CCOCC2)cc1
    0	2	-35%	2%	-2	0%	0%	3%	-1%	12
O=C(COC(=O)Cc1ccc(F)cc1)NC1CCCC1
    0	/	5%	-2%	13	/	/	4%	/	-1
CCCCn1ccnc1C(=O)c1cc(S(=O)(=O)N2CCOCC2)ccc1C
    -1	1	-19%[7.66 µM]	1%	0	0%	12%	3%	0%	16
Cc1nn(C(C)C)c(C)c1[C@@H]1C[C@H]2CN(Cc3cccc(Cl)c3)C(=O)[C@]23CCCN13
    20	2	38%	-5%	-4	3%	-14%	-16%	-10%	0
CCc1ccccc1Nc1nc(N)nc(COC(=O)CCC(=O)c2ccc(F)cc2)n1
    -7	/	6%	4%	7	/	/	18%	/	-1
COc1ccc(C(=O)COC(=O)C2CCCN2C(=O)C23CC4CC(CC(C4)C2)C3)cc1 (configuration not stated)
    1	0	?	0%	31	1%	17%	-4%	/	2
CCOC(=O)N1CCN(C(=O)c2cccc(-n3c(=S)[nH]c4cc(Cl)ccc4c3=O)c2)CC1
    -8	8	-4%	-2%	-10	-1%	2%	-4%	-10%	-5
CCc1ccccc1N(CC(=O)N1CCN(c2ccccc2F)CC1)S(C)(=O)=O
    -13	4	7%	2%	-9	-2%	4%	-4%	1%	1
CC(C)(C)NC(=O)CCC1COc2ccccc2O1 (configuration not stated)
    -12	0	0%	6%	-28	0%	7%	3%	-1%	5
CC(=O)Nc1ccc(SCC(=O)Nc2ccccc2Oc2ccccc2)cc1
    2	5	-6%	-1%	-2	0%	-2%	2%	20%	24

Later entries:
Value order – KCNH2 WT inh	FBPA coupling cs	Integrin act MD	S-ASM inh	KCNH2 3.1 inh	GALK inhibitor	MLL CXXC-DNA inh	AT treatment	MBNL1 CUG block	TRPV1 ag
O=C(c1cc(COc2c(F)cccc2F)on1)N1CCCCCC1
    1	/	0%	-1%	/	-4%	4%	?	-4%	?
CCCCn1c(N)c(N(CCOC)C(=O)COC(=O)COc2cccc(C(C)=O)c2)c(=O)[nH]c1=O
    -16	/	8%	7%	0	/	/	6%	/	-2
CC(=NCCN1CCNCC1)C1=C(O)CC(C)(C)CC1=O
    3	3	23%	0%	-7	-1%	2%	-4%	-14%	-1
Cc1cc(C)c(C#N)c(SCC(=O)NN2CC(=O)N(c3ccccc3F)CC2=O)n1
    -26	-5	6%	0%	7	2%	0%	15%	-16%	-4
COc1cc(CNCCc2ccccc2)ccc1OCc1ccc(Cl)nc1
    33	-3	-40%	4%	10	-3%	-10%	-5%	1%	1
COc1ccc2[nH]c3c(NCCCN4CCCC4=O)ncnc3c2c1
    -1	0	-22%	9%	-3	0%	9%	0%	-2%	-1
O=C(c1ccccc1)c1ccc(OCCOCCN2CCN(Cc3ccccc3)CC2)cc1
    -140*	0	-70%[inhibitor]	16%	-10	5%	-7%	-5%	-16%	4
CC1CCN(S(=O)(=O)c2ccc(NC(=O)C3CCN(C(=O)c4ccco4)CC3)cc2)CC1
    3	3	-30%	2%	20	0%	-14%	-9%	-3%	0
CN(C)c1nc(OCCOC(=O)Nc2ccc(Cl)cc2Cl)nc(N(C)C)n1
    2	4	16%	?	1	0%	-2%	2%	-2%	0
CCCc1[nH]nc2c1C(c1ccc(OC(=O)N3CCOCC3)c(OC)c1)C(C#N)=C(N)O2 (configuration not stated)
    -5	-4	2%	-1%	3	0%	21%	-2%	20%	-1

Following part
Value order – KCNH2 WT inh	FBPA coupling cs	Integrin act MD	S-ASM inh	KCNH2 3.1 inh	GALK inhibitor	MLL CXXC-DNA inh	AT treatment	MBNL1 CUG block	TRPV1 ag
Cc1cccc(NC(=O)N2CCc3ccccc3C2)c1C
    3	-3	9%	-3%	15	-3%	-19%	3%	-3%	21
FC(F)(F)c1ccc2c(c1)n(Cc1ccccc1)c1[n+]2CCCCC1
    -19	2	-17%	1%	-4	-3%	14%	3%	-1%	3
COc1ccc(OC)c(S(=O)(=O)N(C)CC(=O)O)c1
    0	0	-23%	0%	?	0%	-2%	12%	-11%	-3
COc1ccc2c(c1)cc(C(=O)N[C@@H](Cc1ccccc1)C(=O)O)n2C
    4	11	17%	3%	2	/	3%	-5%	-6%	0
C/C=C/Cn1c(Br)nc2c1c(=O)n(C)c(=O)n2C
    -1	-2	10%	3%	3	0%	-2%	-5%	-1%	-2
O=C(N/C(=C/C=C/c1ccccc1)C(=O)N1CCCCC1)c1ccc([N+](=O)[O-])cc1
    19	-1	-10%	-11%	-35	6%	-8%	-4%	18%	-1
CCN(CC)S(=O)(=O)c1ccc(C)c(NC(=O)CN2CCN(Cc3ccccc3)CC2)c1
    7	1	-14%	-6%	-1	-4%	-26%	5%	3%	0
